# Screening data as filed in PubChem.
# MCL1-BIM inh: disrupts human MCL1 binding to BIM-BH3 peptide | Q07820 | GST-MCL1 / FITC-Bim-BH3 fluorescence polarization | inhibition, % at 10.9 µM | hit rate 0.68% among 320,000 | AID 2057;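 active means inhibition above the mean inhibition of all tested compounds plus 3 SD, set per campaign, cut at about 40% in these data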;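 further: 0% = DMSO wells and 100% = unlabeled Bim-BH3 peptide control; higher means more loss of mP so more displacement of Bim peptide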
# Bcl-xL primary: inhibitors of human Bcl-xL | AID 2129 | inhibition, % at 10.9 µM | GST-Bcl-xL / FITC-Bim BH3 peptide fluorescence polarization | Q07817 | hit rate 0.7% among 320,000;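 active means inhibition above the mean of all tested compounds plus 3 SD, cutoff set per campaign, cut at about 30% in these data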;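 further: 0% = DMSO wells and 100% = unlabeled Bim-BH3 peptide competitor; inhibitors lower millipolarization by displacing the labeled peptide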
# Target sequence (Q07817 whole entry, looked up): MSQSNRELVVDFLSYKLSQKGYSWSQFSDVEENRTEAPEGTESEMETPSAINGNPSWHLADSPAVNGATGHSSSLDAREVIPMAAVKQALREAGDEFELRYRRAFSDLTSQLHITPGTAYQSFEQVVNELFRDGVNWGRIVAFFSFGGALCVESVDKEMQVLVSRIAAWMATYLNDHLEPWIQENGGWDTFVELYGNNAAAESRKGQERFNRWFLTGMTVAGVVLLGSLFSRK
# MEX-5 binding: C. elegans MEX-5 TCR-2 RNA binding activity; Q9XUB2; hit rate 0.38% among 300,000; activity score (negative = inhibition of binding), % at 10 µM; MEX-5/FITC-TCR2 RNA binding, fluorescence polarization; active compounds read low; AID 1832;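 active means inhibition past about -25% in most replicates, and total fluorescence under double the plate's negative control median, limit read from the data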;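 further: 0% = DMSO and -100% = 5 µM competing unlabeled TCR2 RNA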
# GLD-1 RNA inh: GLD-1-TGE RNA interaction inhibition (C. elegans); purified GLD-1 + fluorescein TGE RNA, fluorescence polarization; Q17339; hit rate 0.44% among 320,000; inhibition, % at 5.96 µM;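 active means percent inhibition above a per-plate cutoff, the plate mean of test compounds plus 3 SD, cut at about 30% in these data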;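 further: 0% = DMSO wells with GLD-1 and probe and 100% = wells lacking GLD-1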
# Target sequence (Q17339 whole entry, looked up): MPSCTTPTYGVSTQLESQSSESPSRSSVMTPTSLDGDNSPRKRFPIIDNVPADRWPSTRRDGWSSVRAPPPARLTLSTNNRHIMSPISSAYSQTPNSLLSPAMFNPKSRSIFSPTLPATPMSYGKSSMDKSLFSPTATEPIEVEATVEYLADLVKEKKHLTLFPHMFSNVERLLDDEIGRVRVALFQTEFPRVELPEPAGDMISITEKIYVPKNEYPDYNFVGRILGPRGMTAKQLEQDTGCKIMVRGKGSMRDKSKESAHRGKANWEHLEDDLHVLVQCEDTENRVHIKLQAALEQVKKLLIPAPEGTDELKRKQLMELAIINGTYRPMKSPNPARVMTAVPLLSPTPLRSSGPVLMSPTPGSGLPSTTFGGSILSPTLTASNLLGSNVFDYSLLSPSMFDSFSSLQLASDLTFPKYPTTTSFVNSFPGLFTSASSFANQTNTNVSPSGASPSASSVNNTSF
# GSTO1 inh: blocks human GSTO1 in RBBP9 counter-screen. P78417. AID 1974. inhibition, % at 5.96 µM. recombinant GSTO1, activity-based probe fluorescence polarization. hit rate 1.1% among 300,000;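 active means inhibition above the campaign mean inhibition plus 3 SD, cut at about 35% in these data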;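 further: 0% = GSTO1-1 with DMSO and 100% = wells lacking GSTO1-1 enzyme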
# Target sequence (P78417 whole entry, looked up): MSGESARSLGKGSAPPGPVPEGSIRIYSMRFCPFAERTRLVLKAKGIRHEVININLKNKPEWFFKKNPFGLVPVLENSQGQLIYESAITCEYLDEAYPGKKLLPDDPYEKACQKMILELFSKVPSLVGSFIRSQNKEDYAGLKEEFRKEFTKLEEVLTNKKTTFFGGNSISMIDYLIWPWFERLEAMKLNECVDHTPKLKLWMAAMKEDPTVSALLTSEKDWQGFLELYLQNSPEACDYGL
# TPT1 inh: inhibitors of Candida albicans tRNA 2'-phosphotransferase TPT1; hit rate 0.81% among 300,000; recombinant caTPT1, FP RNA substrate dephosphorylation; AID 1962; inhibition, % at 5 µM;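 active means inhibition above the mean of all tested compounds plus 3 SD, set per screening campaign, cut at about 24% in these data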;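 further: plate controls were DMSO alone for no effect and ferristatin control at 100 nM for full effect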
# PAD4 FP inh: PAD4 (human) enzyme inhibition; recombinant PAD4, RCA probe fluorescence polarization; inhibition, % at 6.36 µM; hit rate 0.41% among 330,000; AID 485272;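 active means percent inhibition above a cutoff equal to the mean of all tested compounds plus 3 SD, cut at about 15% in these data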;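 further: 0% = PAD4 with RCA probe and DMSO and 100% = probe without PAD4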
# Fam108B counter: Fam108B inhibition, counter-screen for RBBP9 inhibitors; AID 1947; recombinant Fam108B, FP-Rh probe fluorescence polarization; hit rate 0.33% among 300,000; inhibition, % at 9.51 µM;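 active means inhibition above the screen mean inhibition plus 3 SD, computed separately per campaign, cut at about 18% in these data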;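 further: inhibitors lower polarization as less probe binds the enzyme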
# PME-1 inh: PME-1 (human) inhibition. Q9Y570. recombinant PME-1, FP-Rh probe fluorescence polarization. inhibition, % at 5.9 µM. hit rate 0.53% among 320,000;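 active means inhibition above the campaign mean of all compounds plus 3 SD, cut at about 26% in these data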;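 further: competitive labeling of PME-1 active site by serine hydrolase directed probe; 0% = PME-1 with DMSO and 100% = wells lacking PME-1 enzyme; inhibitors block probe labeling so polarization falls and inhibition rises; many of its hits are not listed in these tables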
# * hit, by the source's call; x = not tested or not shown. An excerpt; count on the stated rates, not on these rows.
SMILES,MCL1-BIM inh,Bcl-xL primary,MEX-5 binding,GLD-1 RNA inh,GSTO1 inh,TPT1 inh,PAD4 FP inh,Fam108B counter,PME-1 inh
Cn1c(CNC(=O)c2ccc3c(c2)OCO3)nnc1SCC(=O)Nc1ccccc1Cl,-7,-9,-0.2,9,-6,1,0,-1,-5
COc1cccc(CNC(=S)Nc2cc(C)ccc2C)c1,2,2,0.7,9,-9,1,0,0,-2
CC(=O)Nc1cccc(C(=O)N2CCN(Cc3ccccc3)CC2)c1,-2,3,0.4,2,1,0,2,1,6
O=C(c1cccc([N+](=O)[O-])c1)N1CCN(c2n[nH]c(=O)[nH]c2=O)CC1,5,1,0.1,-4,5,-2,7,-1,-1
NC(=O)COC(=O)CC1CC2CCC1C2 (stereo not drawn),2,0,-2.6,11,4,-7,5,-3,-8
O=C(Cc1ccccc1)NC(NNc1ccccc1)(C(F)(F)F)C(F)(F)F,-1,7,0.3,4,-6,-3,0,0,-4
CC(=O)c1ccc(S(=O)(=O)NCCC(=O)OC(C)C(=O)Nc2ccc(F)cc2)cc1 (stereo not drawn),-14,-4,-0.4,3,7,1,-1,0,0
Cc1cccc(C(=O)Nc2ccc3c(c2)nc(C)n3C)c1,-1,2,0.6,-4,0,2,-4,-2,-5
CCCCc1cc(O)c(CCCC)c(O)c1,-1,-1,-0.3,-1,10,-5,2,10,-2
O=C(NCc1ccco1)c1c(O)c2cccc3c2n(c1=O)CCC3,-2,10,0.1,11,18,-5,4,-1,0
O=C(CSc1ccc(-c2cccnc2)nn1)N1CCCC1,9,8,-1.2,-3,9,3,-3,-5,3
CCc1cc[n+](C2=C([O-])c3ccccc3C(=O)/C2=N\S(=O)(=O)c2cccs2)cc1,24,19,-3.3,4,83*,-2,10,10,7
Cc1ccc(S(=O)(=O)N(CC(=O)Nc2ccc(C(N)=O)cc2)C(=O)N2CCN(C)CC2)cc1,4,5,1.1,3,2,-3,2,1,0
Cc1ccccc1-c1nc2ccccc2c(=O)n1/N=C/c1ccc([N+](=O)[O-])cc1,2,3,3.3,-2,2,2,3,0,-3
Cc1ccc2cc3c(N)c(C(=O)Nc4c(C)[nH]c(=O)[nH]c4=O)sc3nc2c1,3,13,-8.2,-5,14,11,-2,0,4
C/C(CC(=O)Nc1ccc(Cl)cc1)=N\NC(=O)C(=O)N1CCCCC1,7,-1,x,4,-9,5,-1,2,-2
CCCNC(=O)c1csc(Nc2cccc3ccccc23)n1,5,5,2.0,3,-2,-1,-3,0,-3
COc1ccc(N=Cc2c(O)cc(C)oc2=O)cc1,6,1,-0.4,-5,-1,-5,-4,2,-1
CC12CCC(=O)N1C(C(=O)N1CCN(S(=O)(=O)c3ccc(F)c(F)c3)CC1)CS2 (stereo not drawn),-15,-4,0.4,2,-3,0,1,1,-1
COc1ccccc1NC(=O)c1nnn(CC(=O)Nc2ccccc2)c1N,1,9,1.5,3,1,-7,-1,-4,-3

# Sorted by heavy-atom count (low to high): some entries from above
SMILES,MCL1-BIM inh,Bcl-xL primary,MEX-5 binding,GLD-1 RNA inh,GSTO1 inh,TPT1 inh,PAD4 FP inh,Fam108B counter,PME-1 inh
NC(=O)COC(=O)CC1CC2CCC1C2 (stereo not drawn),2,0,-2.6,11,4,-7,5,-3,-8
COc1ccc(N=Cc2c(O)cc(C)oc2=O)cc1,6,1,-0.4,-5,-1,-5,-4,2,-1
O=C(CSc1ccc(-c2cccnc2)nn1)N1CCCC1,9,8,-1.2,-3,9,3,-3,-5,3
CCCNC(=O)c1csc(Nc2cccc3ccccc23)n1,5,5,2.0,3,-2,-1,-3,0,-3
O=C(NCc1ccco1)c1c(O)c2cccc3c2n(c1=O)CCC3,-2,10,0.1,11,18,-5,4,-1,0
CC(=O)Nc1cccc(C(=O)N2CCN(Cc3ccccc3)CC2)c1,-2,3,0.4,2,1,0,2,1,6
Cc1ccc2cc3c(N)c(C(=O)Nc4c(C)[nH]c(=O)[nH]c4=O)sc3nc2c1,3,13,-8.2,-5,14,11,-2,0,4
CC12CCC(=O)N1C(C(=O)N1CCN(S(=O)(=O)c3ccc(F)c(F)c3)CC1)CS2 (stereo not drawn),-15,-4,0.4,2,-3,0,1,1,-1
CC(=O)c1ccc(S(=O)(=O)NCCC(=O)OC(C)C(=O)Nc2ccc(F)cc2)cc1 (stereo not drawn),-14,-4,-0.4,3,7,1,-1,0,0
Cn1c(CNC(=O)c2ccc3c(c2)OCO3)nnc1SCC(=O)Nc1ccccc1Cl,-7,-9,-0.2,9,-6,1,0,-1,-5
Cc1ccc(S(=O)(=O)N(CC(=O)Nc2ccc(C(N)=O)cc2)C(=O)N2CCN(C)CC2)cc1,4,5,1.1,3,2,-3,2,1,0

# Other compounds.
SMILES,MCL1-BIM inh,Bcl-xL primary,MEX-5 binding,GLD-1 RNA inh,GSTO1 inh,TPT1 inh,PAD4 FP inh,Fam108B counter,PME-1 inh
COc1ccc([C@H]2[C@H](C(=O)C(C)(C)C)N3N=Cc4ccccc4C3[C@]23N=C(c2ccccc2)OC3=O)cc1 (stereo partly drawn),-21,-13,4.7,-1,-9,1,-8,-5,-3
CCN(CC)CCCNC(=O)c1cc(-c2ccc(O)cc2)on1,3,4,1.1,-2,-2,-4,4,-5,4
CC(C)NC(=O)CCCc1ccccc1,5,0,1.3,1,-4,2,1,1,-9
O=C(Nc1ncccc1O)c1cccc(S(=O)(=O)N2CCCC2)c1,6,5,-1.5,2,-5,0,-1,-1,-6
Cc1ccc(/C=C(\C#N)C(=O)Nc2cccc(C)n2)cc1,-6,3,-7.1,5,3,-1,7,3,-1
Cc1cc(Br)ccc1NC(=O)CNC(=O)CNc1cccc([N+](=O)[O-])c1,-4,-5,x,5,x,x,-1,x,3
COc1cc(NC(=O)COC(=O)Cn2cnc3c2c(=O)n(C)c(=O)n3C)cc(OC)c1,-7,-5,x,5,x,x,-2,x,-5
COc1ccc([N+](=O)[O-])cc1NC1C2CC3CC(C2)CC1C3 (stereo not drawn),0,0,1.1,-6,1,2,-7,-4,6
CSc1ccc(CN(C)C(=O)c2cccc(S(=O)(=O)N3CCN(Cc4ccccc4)CC3)c2)cc1,-6,1,1.0,-1,5,-3,1,0,2
O=[N+]([O-])c1ccccc1OCCCN1CCc2ccccc2C1,2,-1,0.1,4,-1,0,-9,3,7
CC(C)(C)c1nc2ccccc2c2nnc(SCC(=O)NCc3ccco3)n12,0,-8,-1.6,0,3,2,5,2,-1
Cc1ccc(CN2C3=NCCN3c3ccccc32)cc1,0,4,-1.9,0,-6,-2,-2,2,-5
Cc1ccc2nc(-c3ccc(S(=O)(=O)N4CCCCC4)cc3)cn2c1,6,3,1.0,0,2,-2,-3,-7,-2
Cc1cc(C)n(-c2cc(N3CCOCC3)nc(-c3ccccc3)n2)n1,1,2,-0.8,2,-1,1,1,3,-3
CCNC(=O)c1c(O)c2cccc3c2n(c1=O)CC3,-2,2,0.4,1,0,1,3,2,3
COc1cccc(S(=O)(=O)Nc2ccc3sc(C)nc3c2)c1,6,3,-3.2,0,14,1,-2,-3,-3
O=C(O)CCc1nn2c3ccccc3n(CC(=O)c3cccs3)c2nc1=O,1,3,4.1,0,-9,3,-6,-8,-5
O=S(=O)(/C=C/c1ccccc1)N1CCOCC1,14,2,3.4,-1,3,1,-3,-3,-3
Cc1cccc(OCC(=O)Nc2ccccc2N2CCN(C)CC2)c1,-6,1,-4.5,5,3,3,-5,1,-3
Cc1cccc(N2CC(O)=C(c3nc4ccccc4n3C)C2=N)c1,-4,0,-2.2,11,-5,-1,-1,0,0
CC(/C=N\NC(=O)CN1CCN(S(=O)(=O)c2ccc(C)cc2)CC1)=C\c1ccccc1,-1,-1,-2.6,-2,-3,-1,-2,3,0
Cn1nnc(NC(=S)NC(=O)c2cccc3c(Cl)cccc23)n1,15,10,-0.6,1,19,-3,0,-3,0
COCC(=O)N(C)CC1CCCN(CCc2ccccc2OC)C1 (stereo not drawn),16,3,-0.8,6,2,5,-3,2,5
O=C(CN1C(=O)C2C3C=CC(C3)C2C1=O)OCC(=O)c1ccc(Cl)c([N+](=O)[O-])c1 (stereo not drawn),-2,-1,1.3,4,5,1,8,5,7
O=C1c2ccccc2C(=O)N1CC1=CCS(=O)(=O)C1,2,1,1.3,-4,-4,4,-11,-9,1
Cc1ccc2oc(=O)c(/C=C(\O)c3ccccc3)nc2c1,-13,-1,-4.9,-1,30,-2,-5,11,-5
CCS(=O)(=O)c1c([N+](=O)[O-])ncn1C,4,4,-1.3,-2,7,-2,-2,-1,3
O=C(Cn1cncn1)NCc1ccc(Cl)cc1,-1,1,-2.3,16,-1,2,0,4,-8
Cc1ccc(C)c(N(CC(=O)NC2CCCC2)C(=O)CNC(=O)c2cccs2)c1,1,3,1.7,3,10,0,1,-1,-4
C=CCNc1ncnc2c1cnn2-c1cccc(C)c1,2,1,-2.6,5,3,-2,0,3,0
O=C(O)c1cc(-c2ccccc2Cl)n(-c2ccc(F)cc2)n1,8,0,-3.1,-3,-3,0,-5,-4,4
CCOC(=O)C(NC(=O)c1ccccc1Cl)(Nc1ccc(C)c(C)c1)C(F)(F)F (stereo not drawn),3,3,1.5,-1,16,0,-3,1,1
Cc1ccc(NC(=O)C2CCN(S(=O)(=O)c3ccc4c(c3)CC(C)N4C(=O)C3CCC3)CC2)nc1 (stereo not drawn),-2,2,-1.6,7,-12,-1,-2,0,6
COCCCNC(=O)c1cc2c(-c3ccc(Cl)cc3)nn(C)c2s1,-3,-1,0.1,0,-13,-4,1,-5,-9
Cc1cc(S(=O)(=O)N2CCN(C(=O)CCC(=O)N3CCOCC3)CC2)ccc1Br,0,-1,1.4,-8,8,-1,-1,-2,12
Cc1ccc(C(=O)N2CCN(c3ncccn3)CC2)cc1NC1=NC2CS(=O)(=O)CC2S1 (stereo not drawn),6,1,1.2,3,4,1,2,0,0
CCOC(=O)C1CCCN(Cc2cc(Br)c(OC)cc2OC)C1 (stereo not drawn),0,0,-1.5,4,-3,2,-2,2,0
COc1ccccc1NC(=O)NC1(C(=O)N2CCC(C)CC2)CCCCC1,3,2,-2.8,0,4,0,0,-2,-2
CCOC(=O)CNC(=O)CSc1nnc(SCC(=O)NCC(=O)OCC)s1,-1,-4,1.7,-10,5,-2,-3,-2,1
COc1cc(/C=N/NC(=O)C(=O)NCc2ccco2)cc(Br)c1O,4,-1,-2.3,0,7,0,1,0,0
CC1(c2ccccc2)O[C@@H]2C[C@H]3[C@@H]4CCC5=CC(=O)C=C[C@]5(C)[C@@]4(F)[C@@H](O)C[C@]3(C)[C@]2(C(=O)CO)O1 (stereo partly drawn),2,-2,2.5,1,-6,2,-1,0,-4
